STK33 kinase inh: inhibitors of human STK33 kinase; Q9BYT3; inhibition, % at 10 µM; 320,000 compounds, 0.073% hits; purified STK33, MBP phosphorylation, ADP-Glo luminescence; AID 2661;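 active = inhibition at or above 25%, using the most active replicate where run in duplicate; inactive = inhibition below 25%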
Target sequence (Q9BYT3 whole entry, looked up): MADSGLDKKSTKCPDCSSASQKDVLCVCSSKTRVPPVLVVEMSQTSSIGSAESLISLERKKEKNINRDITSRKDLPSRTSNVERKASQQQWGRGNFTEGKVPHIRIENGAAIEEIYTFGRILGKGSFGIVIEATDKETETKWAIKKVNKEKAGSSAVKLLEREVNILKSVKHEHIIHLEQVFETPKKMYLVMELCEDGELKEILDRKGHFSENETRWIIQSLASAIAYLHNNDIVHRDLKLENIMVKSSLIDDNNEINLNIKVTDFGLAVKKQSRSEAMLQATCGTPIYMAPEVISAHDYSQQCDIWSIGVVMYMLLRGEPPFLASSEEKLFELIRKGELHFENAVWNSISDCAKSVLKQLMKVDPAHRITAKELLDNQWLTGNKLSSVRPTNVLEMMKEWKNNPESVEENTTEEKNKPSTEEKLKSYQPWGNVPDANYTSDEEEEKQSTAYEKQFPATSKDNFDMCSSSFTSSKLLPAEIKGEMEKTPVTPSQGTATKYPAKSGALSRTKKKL
OX1R antag-1: OX1R (human) antagonism | OX1R-expressing cells, FRET antagonist read-out | O43613 | 330,000 compounds, 1.8% hits | inhibition, % at 6.6 µM | AID 485270; in the data active = inhibition mostly above about 38%, no sharp cut-off; inactive = mostly below about 40%;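 also: 0% = agonist challenge alone and 100% = reference antagonist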
Target sequence (O43613 whole entry, looked up): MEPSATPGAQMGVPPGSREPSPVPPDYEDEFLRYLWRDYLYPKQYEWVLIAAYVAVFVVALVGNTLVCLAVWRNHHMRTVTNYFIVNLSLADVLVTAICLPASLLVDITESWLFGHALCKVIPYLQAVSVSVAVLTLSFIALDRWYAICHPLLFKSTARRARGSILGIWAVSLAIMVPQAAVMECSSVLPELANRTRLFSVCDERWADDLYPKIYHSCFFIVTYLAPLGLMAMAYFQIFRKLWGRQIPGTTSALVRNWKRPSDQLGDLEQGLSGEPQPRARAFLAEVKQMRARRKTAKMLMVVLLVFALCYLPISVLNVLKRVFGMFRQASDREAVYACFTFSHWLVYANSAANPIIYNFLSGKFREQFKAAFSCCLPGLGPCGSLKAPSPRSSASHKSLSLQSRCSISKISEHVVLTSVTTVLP
OX1R antag-2: human HCRTR1 antagonism | AID 434989 | inhibition, % at 5 µM | 330,000 compounds, 0.43% hits | O43613 | CHO/OX1R cells, Fluo-8 calcium fluorescence, orexin A;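 active = inhibition above its plate's threshold, mean inhibition of all tested compounds on the plate plus 3 SD, cut at about 37% in these data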;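 also: 0% = orexin A challenge wells and 100% = SB-334867-A antagonist wells; not every result past the cut was called active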
Starred values were filed as active, the others as inactive; x = no result given.

SMILES | STK33 kinase inh | OX1R antag-1 | OX1R antag-2
CCOC(=O)C1CCN(c2ccc(Cl)nn2)CC1 | -0.6 | 5 | -21
COc1ccc(N2C(=O)CC(N(C)CCc3ccc(OC)c(OC)c3)C2=O)cc1 (configuration not stated) | -0.9 | 8 | -36
CCc1ccc(C(=O)COC(=O)CNC(=O)c2ccc(Br)o2)cc1 | -1.0 | 3 | -15
O=C(C(Cc1ccccc1)N1C(=O)C2C3C=CC(C3)C2C1=O)N1CCCCC1 (configuration not stated) | -1.5 | 14 | -16
CC(C(=O)NC1CCCCC1)N1CCN(C)CC1 (configuration not stated) | -0.1 | 4 | -11
O=C1CCC/C(=N/NC(=O)C2CCN(S(=O)(=O)c3cccs3)CC2)C1 | 0.1 | -1 | -10
COc1ccc(NC(=O)CCCCCn2nnc3ccccc3c2=O)cc1OC | -0.4 | 14 | -25
COc1ccccc1NC(=O)CSc1ccc(-c2ccc(-n3ccnc3)cc2)nn1 | -0.6 | 22 | -34
CCCOc1ncnc2c1sc1nc3c(cc12)COC(C)(C)C3 | 0.8 | 29 | -11
CCc1ccc(C(=O)COC(=O)c2cc([N+](=O)[O-])ccc2N2CCOCC2)cc1 | -2.0 | 31 | -10
Cc1cccc(NC(=O)NC(C)C(c2cccs2)N2CCOCC2)c1 (configuration not stated) | 0.3 | 4 | -22
NS(=O)(=O)c1ccc(Nc2ccc3nonc3c2[N+](=O)[O-])cc1 | 0.0 | 90* | -12
CCOc1ccc(N2CC(C(=O)Nc3ccc(N4CCOCC4)cc3)CC2=O)cc1 (configuration not stated) | 1.7 | 10 | -25
CC(=O)c1ccc(NC(=O)c2onc(C)c2Cl)cc1 | 0.2 | 5 | -7
CCOC(=O)c1nc(-c2ccccc2)oc1N(C)C | -1.4 | 43 | -27
CCN(CC)CCC#CC(O)(c1ccccc1)c1ccccc1 | 0.5 | 3 | -10
COc1ccc(-c2[nH]ncc2CN(C)C(C)c2cccs2)c(F)c1 (configuration not stated) | 0.0 | 24 | -19
CC(c1ccon1)N(C)Cc1cn[nH]c1-c1ccc(F)cc1F (configuration not stated) | -0.7 | 11 | -7
Cc1ccc(S(=O)(=O)N2CCN(C(=O)COc3ccc(NC(=O)c4ccco4)cc3)CC2)cc1 | 3.2 | 17 | -23
CCn1c(SCC(=O)Nc2nc(C)cs2)nnc1-c1ccncc1 | 0.3 | 17 | -10
CC(C)Cc1nn2c(=O)cc(O)nc2s1 | -1.0 | 15 | -25
O=C(COC(=O)/C=C/c1ccccc1)Nc1ccc(Cl)cn1 | -0.2 | 5 | -7
CCOC(=O)C1CCCCN1C(=O)CCc1c(C)nc2cc(-c3ccccc3)nn2c1C (configuration not stated) | -0.5 | 12 | -25
CCN(C(=O)CSc1ncn[nH]1)c1c(N)n(Cc2ccccc2)c(=O)[nH]c1=O | -1.3 | 10 | 10
COc1ccc(-c2cc3cc(OC)c(OC)cc3c(C)n2)cc1C | 0.3 | 32 | -15
Cc1cc(C)nc(OC(C(=O)O)C(OCC(C)C)(c2ccccc2)c2ccccc2)n1 (configuration not stated) | -2.5 | 3 | -10
CCN(CC)S(=O)(=O)c1ccc(Cl)c(NC(=O)COC(=O)c2cccn2C)c1 | -2.4 | 7 | 2
O=C(N/N=C/C=C/c1ccccc1)c1ccncc1 | -1.2 | 33 | -7
Cc1cc(C)nc(SCc2cccc(C(=O)O)c2)n1 | -1.8 | 7 | -4
Cc1cc(OCCOCCN2CCCC2)ccc1C(C)C | -1.0 | 16 | -25
CC1CCCC(NC(=O)C2CCN(S(=O)(=O)N3CCCCCC3)CC2)C1C (configuration not stated) | 0.6 | 14 | -30
COc1ccc(CCN=C(N)Nc2nc(C)cc(C)n2)cc1 | 0.4 | 19 | -17
Cc1ccc(O)c(-c2cc(C(=O)Nc3ccc(S(=O)(=O)Nc4nccc(C)n4)cc3)[nH]n2)c1 | -0.9 | 12 | -13
CC(C)CC1NC(=O)c2cc(Cl)ccc2-n2c1nc1ccccc1c2=O (configuration not stated) | -0.4 | 4 | -24
CCCn1nnnc1-c1cccc(Cl)c1 | -0.8 | 16 | -13
CCOC(=O)c1ccccc1NC(=O)COC(=O)C1CC(=O)N(CCc2ccccc2)C1 (configuration not stated) | -0.7 | 19 | -40
Cc1nc2ccc(C(=O)N3CCN(c4ccccc4)CC3)cc2s1 | -1.8 | 7 | -17
CC(C)N1CC=C2C(C#N)=C(N)C(C#N)(C#N)[C@H](c3ccoc3)[C@H]2C1 | 1.4 | 48 | -15
c1cc2c(cc1CNc1ccc(N3CCOCC3)cc1)OCO2 | 0.0 | 18 | -26
CC1C(=O)N2CCCc3cc(NC(=O)CC(C)(C)C)cc1c32 (configuration not stated) | -0.1 | 1 | 5

In a second layout: results already given.
canonical_smiles	STK33 kinase inh	OX1R antag-1	OX1R antag-2
COc1ccc(-c2cc3cc(OC)c(OC)cc3c(C)n2)cc1C	0.3	32	-15
Cc1cc(C)nc(OC(C(=O)O)C(OCC(C)C)(c2ccccc2)c2ccccc2)n1 (configuration not stated)	-2.5	3	-10
CCN(CC)S(=O)(=O)c1ccc(Cl)c(NC(=O)COC(=O)c2cccn2C)c1	-2.4	7	2
O=C(N/N=C/C=C/c1ccccc1)c1ccncc1	-1.2	33	-7
Cc1cc(C)nc(SCc2cccc(C(=O)O)c2)n1	-1.8	7	-4
Cc1cc(OCCOCCN2CCCC2)ccc1C(C)C	-1.0	16	-25
CC1CCCC(NC(=O)C2CCN(S(=O)(=O)N3CCCCCC3)CC2)C1C (configuration not stated)	0.6	14	-30
COc1ccc(CCN=C(N)Nc2nc(C)cc(C)n2)cc1	0.4	19	-17
Cc1ccc(O)c(-c2cc(C(=O)Nc3ccc(S(=O)(=O)Nc4nccc(C)n4)cc3)[nH]n2)c1	-0.9	12	-13
CC(C)CC1NC(=O)c2cc(Cl)ccc2-n2c1nc1ccccc1c2=O (configuration not stated)	-0.4	4	-24
CCCn1nnnc1-c1cccc(Cl)c1	-0.8	16	-13
CCOC(=O)c1ccccc1NC(=O)COC(=O)C1CC(=O)N(CCc2ccccc2)C1 (configuration not stated)	-0.7	19	-40
Cc1nc2ccc(C(=O)N3CCN(c4ccccc4)CC3)cc2s1	-1.8	7	-17
CC(C)N1CC=C2C(C#N)=C(N)C(C#N)(C#N)[C@H](c3ccoc3)[C@H]2C1	1.4	48	-15
c1cc2c(cc1CNc1ccc(N3CCOCC3)cc1)OCO2	0.0	18	-26
CC1C(=O)N2CCCc3cc(NC(=O)CC(C)(C)C)cc1c32 (configuration not stated)	-0.1	1	5

Continuation.
SMILES | STK33 kinase inh | OX1R antag-1 | OX1R antag-2
O=C(C1Cc2ccccc2CN1C(=O)c1ccccc1)N1CCN(c2ccccc2)CC1 (configuration not stated) | 0.6 | 17 | -12
CCc1ccc(-c2cc(C)no2)cc1S(=O)(=O)N1CCN(c2ccccc2F)CC1 | -2.1 | 17 | -14
COc1ccccc1NC(=O)c1sc(Cl)nc1C | 1.1 | 18 | -8
O=C1C2C3C=CC(C4CC34)C2C(=O)N1c1ccc2c(c1)OCO2 (configuration not stated) | -2.2 | 15 | 5
Cc1ccc(C(=O)Nn2cnnc2)cc1[N+](=O)[O-] | -1.4 | 8 | -6
O=C1CSC(=S)N1/N=C/c1cc(Br)c(O)c(Br)c1 | 0.5 | 46 | 90*
CCN(CC)CCNC(=O)c1ccc(NC(=O)c2cc(-c3ccncc3)nc3ccccc23)cc1 | 1.5 | 9 | 5
O=C(O)c1nn(-c2ccc(Cl)cc2)ccc1=O | 0.1 | 6 | -10
Cn1c(C(=O)N2CCC(C(=O)N3CCOCC3)CC2)cc2sccc21 | -1.2 | 6 | -4
O=C(CSc1nnnn1-c1ccc(O)cc1)Nc1ccc(N2CCOCC2)c(Cl)c1 | 0.4 | 23 | -13
C/C(=N\NC(=O)CCc1ccccc1)c1ccc(Br)cc1 | 0.5 | -3 | -6
Cc1cccc(NC(=S)NCc2cccn2C)c1 | -0.3 | 14 | -12
O=C(CSC1=Nc2ccccc2C2CC=NN12)Nc1ccc(F)cc1Cl (configuration not stated) | 0.3 | 23 | -30
O=C(NCC(=O)N1CCCCC1)c1ccc(Br)o1 | -0.6 | 26 | -12
O=C(NCc1ccccc1)C1=C[C@@H](c2ccc(Br)cc2)C[C@@H](OCCCCO)O1 | -0.2 | 25 | -18
O=C(Cn1c(=O)c2cccn2c2ccccc21)Nc1ccc(F)cc1F | -0.8 | 30 | -14
Cc1nn(-c2ccccc2)c2[nH]c(=O)cc(C(F)(F)F)c12 | -0.1 | 32 | 1
Cc1ccc(OC(=O)C2c3ccccc3Oc3ccccc32)cc1C | 0.1 | 5 | -30
CC(=O)c1cccc(NC(=O)CN(c2ccccc2)S(C)(=O)=O)c1 | -0.2 | 12 | -19
Nc1cc(-c2ccc(Cl)cc2)nn1S(=O)(=O)c1ccccc1 | 1.1 | 25 | -13
CC1CCCN(C(=O)COC(=O)c2ccc[nH]c2=O)C1 (configuration not stated) | 0.8 | 14 | -14
Cc1cccc(N(CC(=O)NC2CCCC2)C(=O)CS(=O)CC(=O)Nc2ccc3c(c2)OCO3)c1 (configuration not stated) | x | 10 | -20
COC(=O)CN1CCN(C(c2ccccc2)c2ccccc2)CC1 | 0.1 | 0 | -10
O=C(NCc1cccc(F)c1)C1CCC(=O)N(C2CC2)C1 (configuration not stated) | 1.4 | 34 | -6
CCN1CCc2c(sc(NC(=O)Cc3ccccc3)c2C(=O)OC)C1 | 2.2 | -5 | -6
Cc1cccc2c(=O)cc(C)n(CC(N)=O)c12 | 0.5 | 6 | -2
CN1CCN(c2cc(-c3ccccc3)nc3cc(-c4ccc(F)cc4)nn23)CC1 | -0.6 | 47 | 12
CCN1C(=O)/C(=C/c2ccc(C)s2)NC1=S | -0.2 | 49 | -20
CCC1CCCCN1CCCNC(=O)c1cn(CC(C)C)c(=O)c2cc(OC)c(OC)cc12 (configuration not stated) | 0.3 | 26 | -39
CCC1(c2ccc(Cl)cc2)NC(=S)N(c2ccccc2)N1 (configuration not stated) | -2.3 | -2 | 0
O=C(Nc1nc(-c2cccs2)c(-c2cccs2)s1)C1(c2ccccc2)CC1 | -1.6 | 31 | -32
O=C1C(Cl)=C(NCCc2ccccc2)C(=O)N1CCc1ccccc1 | -0.6 | 31 | 0
Cc1ccccc1CC(=O)N1CC(C)OC(C)C1 (configuration not stated) | -1.9 | 0 | -5
O=C(/C(=N/N=C/c1ccc(O)c(O)c1O)c1ccccc1)c1ccccc1 | 0.9 | 10 | -7
COc1ccc2c(c1)O[C@H]1c3ccc(O)cc3OC[C@@H]21 | -0.6 | 8 | -2
COc1ccc(C2c3c(oc4ccccc4c3=O)C(=O)N2c2ccc(C)cn2)cc1OC (configuration not stated) | 0.6 | 9 | -18
COC(=O)c1cccc(C23CC4(C2)[C@H](CN(Cc2cccnc2)[C@@H]4c2ccccc2)C3c2ccc(C(F)(F)F)cc2)c1 (some centres not stated) | -1.5 | 36 | -31
COc1ccccc1N1CCN(C(=O)c2ccncc2)CC1 | -1.0 | 9 | -11
Cc1c(Cl)cccc1NC(=S)N1CCOCC1 | -0.2 | 10 | -8
Cc1cc(C)cc(C(=O)NCC(=O)OCC(=O)Nc2ccc(C)cc2Br)c1 | -0.3 | 2 | -36
COc1ccc(C2CCN(CC(=O)N(C)C)CC2O)cc1 (configuration not stated) | -1.3 | 12 | -3
Cc1ccc(NC(=O)/C=C\C(=O)O)c([N+](=O)[O-])c1 | x | 25 | -16
O=C(CSc1nccn1Cc1ccccc1)NC1CCCC1 | -0.9 | 15 | 5
Cc1cc(C)n(-c2nc3c(c(=O)[nH]c(=O)n3C)n2Cc2ccccc2)n1 | -2.5 | 13 | -17
O=C(c1ccco1)N1CCN(C(=O)c2cc(-c3ccc(F)cc3)no2)CC1 | 0.8 | 1 | -22
OCCN(CC#CCn1c2ccccc2c2ccccc21)CCO | -1.0 | 6 | -16
CC(C)OC(=O)c1c(NC(=O)c2cnn3c2NC(c2ccccc2)CC3C(F)(F)F)sc2c1CCCC2 (configuration not stated) | 0.0 | 23 | -11
CC(C)N(Cc1ccccc1)C(=O)COC(=O)c1ccccc1SCC(=O)N1CCCC1 | -0.1 | 61* | -11
COc1ccc(/C=C/C(=O)O/N=C(\N)c2ccccc2)cc1OC | 0.0 | 81* | -4
COC(=O)CSc1nnc(-c2ccco2)n1Cc1ccco1 | -1.4 | 2 | -16
COc1ccc2c(C)cc(SCC(=O)Nc3cccnc3Cl)nc2c1 | -1.3 | 15 | -22
CC(=O)c1cccc(NC(=O)C2CC(=O)N(Cc3ccccc3)C2)c1 (configuration not stated) | 1.7 | 8 | -18
NS(=O)(=O)c1ccc(CCNS(=O)(=O)c2ccc(Cl)cc2)cc1 | -0.7 | -2 | -9
CCN(CCNC(=O)CC1Oc2ccccc2NC1=O)c1ccccc1 (configuration not stated) | -0.1 | 30 | -24
C=CCN1C(c2ccccc2)=CS/C1=C(/C#N)c1nnc(N2CCOCC2)n1-c1ccccc1 | 0.6 | 15 | 10
CCn1nnc2cc(C(=O)O)ccc21 | -0.4 | -1 | -11
Cc1occc1C(=O)NN=C1C2CC3CC(C2)CC1C3 | -0.4 | 9 | -15

Screens deposited in PubChem by several laboratories.
